# TRPC6 inhibitor: blocks the mouse TRPC6 cation channel; Q61143; HEK293-TRPC6, membrane potential dye, ACh-evoked depolarization; hits give low values; B-score at 10 µM; 310,000 compounds, 1.1% hits; AID 2553;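 active = B-score under library mean minus 3 SD, initial fluorescence not abnormally high, positive integrated signal ratio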;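 also: B-score derived from integrated fluorescence ratio over the kinetic read; more negative B-score means stronger inhibition of depolarization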
# SKKanGAS inh: blocks kanamycin growth of S. pyogenes SKKanGAS strain; inhibition, % at 7.5 µM; BacTiter-Glo, 6 h; 300,000 compounds, 1.3% hits; AID 1662;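 active = mean replicate score, as percent of positive control median, at least 50; inconclusive = mean below 50 but one replicate at or above 50; inactive = mean and every replicate below 50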;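 also: strain carries kanamycin resistance gene driven by streptokinase promoter and grows in 40 µg/ml kanamycin; loss of luminescence reflects streptokinase promoter inhibition or plain growth inhibition; 0% = median of DMSO wells and 100% = positive control at its reference dose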
# TMEM16A act: activates or potentiates the mouse TMEM16A chloride channel; HEK293 TMEM16A/YFP-H148Q/I152L, iodide quench fluorescence; hits give low values; B-score at 10 µM; 340,000 compounds, 0.3% hits; AID 623877;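 active = fluorescence-ratio B-score plate-corrected deviation score at least 3 library SD below zero, with starting fluorescence score within 5 deviations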;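 also: channel opened by trigger with iodide after compound preincubation; score built on the fluorescence ratio of max minus min over baseline; more negative score means more quench and so TMEM16A activation or potentiation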
# ANO1 block: mouse TMEM16A channel inhibition, primary screen | HEK293 TMEM16A/YFP iodide influx fluorescence, ionomycin | normalized B-score (activity score, 25-100; higher = stronger inhibition) at 10 µM | 310,000 compounds, 1.2% hits;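 active = ratio plate-corrected score three or more library SD toward inhibition, starting fluorescence score within five deviations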;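 also: score derived from kinetic fluorescence span divided by baseline fluorescence per well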
# HDAC3 inh: blocks human histone deacetylase 3; recombinant HDAC3, fluorogenic peptide/trypsin coupled, fluorescence; inhibition, % at 8.3 µM; 320,000 compounds, 0.15% hits; AID 2718; in the data active = inhibition above about 26%, passing the limit was not always enough; inconclusive = no clear call, values can overlap the other calls
# Target sequence (O15379 whole entry, looked up): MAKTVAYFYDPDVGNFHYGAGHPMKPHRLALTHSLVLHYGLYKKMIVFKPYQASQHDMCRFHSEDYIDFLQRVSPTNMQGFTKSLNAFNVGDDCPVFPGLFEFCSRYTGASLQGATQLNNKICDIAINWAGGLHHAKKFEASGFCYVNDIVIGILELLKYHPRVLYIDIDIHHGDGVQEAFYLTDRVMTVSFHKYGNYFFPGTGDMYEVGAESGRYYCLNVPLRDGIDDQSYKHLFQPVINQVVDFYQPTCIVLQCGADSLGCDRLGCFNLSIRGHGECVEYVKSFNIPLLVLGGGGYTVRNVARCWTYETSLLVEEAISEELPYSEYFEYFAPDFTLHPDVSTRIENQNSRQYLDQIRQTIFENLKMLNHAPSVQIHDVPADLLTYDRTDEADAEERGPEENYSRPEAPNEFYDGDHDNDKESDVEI
# MrgX1 allo act: human MrgX1 positive allosteric modulation, primary screen. Q96LB2. 310,000 compounds, 0.63% hits. B-score at 10 µM. MrgX1-HEK293, Fluo-4 calcium flux, FDSS; hits give high values;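 active = plate-corrected calcium response at least 3 library SD above typical, normal starting fluorescence, not activating the receptor alone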;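 also: compound read alongside a low EC10 to EC30 dose of BAM8-22 agonist; peak minus trough fluorescence over baseline measured at the second addition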
# Target sequence (Q96LB2 whole entry, looked up): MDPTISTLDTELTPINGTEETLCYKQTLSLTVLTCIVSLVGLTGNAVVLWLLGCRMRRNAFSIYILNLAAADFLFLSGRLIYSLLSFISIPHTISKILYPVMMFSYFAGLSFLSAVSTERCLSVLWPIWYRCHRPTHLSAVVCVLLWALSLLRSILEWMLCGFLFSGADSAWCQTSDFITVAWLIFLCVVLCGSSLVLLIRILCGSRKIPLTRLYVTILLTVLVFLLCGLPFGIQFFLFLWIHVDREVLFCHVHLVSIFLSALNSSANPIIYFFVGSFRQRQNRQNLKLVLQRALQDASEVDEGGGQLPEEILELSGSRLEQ
# RGS4 block: inhibitors of human RGS4 | P49798 | HEK293 M3R/RGS4 inducible, Fluo-4 calcium flux; hits give high values; triggered by carbachol at its EC20 | B-score at 10 µM | 310,000 compounds, 0.45% hits;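 active = B-score, a plate-corrected calcium signal, over three deviations above library mean, with baseline fluorescence within five deviations of library mean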;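 also: RGS4 expression induced by doxycycline in cells with stable M3 receptor; B-score is computed from the integrated fluorescence ratio over baseline after carbachol; higher B-score means a larger calcium signal and so more RGS4 inhibition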
# Target sequence (P49798 whole entry, looked up): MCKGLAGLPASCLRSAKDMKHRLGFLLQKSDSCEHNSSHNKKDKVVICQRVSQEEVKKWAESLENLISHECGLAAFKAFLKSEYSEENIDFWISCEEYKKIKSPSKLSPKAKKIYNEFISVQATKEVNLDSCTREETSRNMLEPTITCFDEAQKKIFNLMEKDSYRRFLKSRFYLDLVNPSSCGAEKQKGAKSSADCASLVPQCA
# TRPC6 act: activators of mouse TRPC6 channel; 310,000 compounds, 0.13% hits; Q61143; HEK293-TRPC6 membrane potential dye fluorescence; hits give high values; B-score at 10 µM; AID 2550;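 active = B-score of the integrated fluorescence ratio above library mean plus 3 SD, and starting fluorescence ratio within library mean plus 5 SD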;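 also: higher score means more depolarization so channel activation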
# MrgX1 agonist: agonists of human MrgX1 receptor; MrgX1-HEK293 cells, Fluo-4 calcium fluorescence, agonist mode; hits give high values; AID 588627; 310,000 compounds, 0.44% hits; Q96LB2; B-score at 10 µM;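 active = calcium response B-score plate-corrected fluorescence ratio at least 3 library SD, with starting fluorescence B-score inside 5 SD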
#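 Material – MrgX1-expressing HEK293 cells · Input – 15,000 cells seeded per well · Dosing – compound as first of three additions · Times – overnight seeding, then 1 h dark dye loading · Measured by – kinetic Fluo-4 NW fluorescence of intracellular calcium · Read-out – B-scored fluorescence response ratio · Benchmarks – positive and negative control wells on each plate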
# RGS4 pot: potentiators or activators of RGS4; HEK293 M3R/inducible RGS4, carbachol calcium flux Fluo4; hits give low values; AID 463111; B-score at 10 µM; 310,000 compounds, 0.92% hits;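 active = B-score of the integrated calcium signal more than 4 SD below the library mean, with starting fluorescence not abnormally high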;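 also: negative B-score means reduced calcium response which marks RGS4 activation or potentiation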
#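 test system = HEK293 cells with stable M3R and inducible RGS4 | schedule = recording 10 s baseline at 1 Hz, 100 s post-agonist | technique = Fluo4-AM (2 µM) calcium-flux fluorescence, kinetic read | measure = Agonist-evoked peak-minus-minimum fluorescence over baseline, integrated ratio, B score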
# MrgX1 antag: antagonists of human MrgX1 receptor; Q96LB2; MRGX1-HEK293 calcium flux, Fluo-4, BAM8-22 antagonism; hits give low values; B-score at 10 µM; 310,000 compounds, 1.3% hits;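 active = calcium-response B-score plate-corrected more than 3 library SD below zero, starting fluorescence within 5 deviations, no agonist response on first addition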;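 also: peak minus trough fluorescence over baseline after final BAM8-22 challenge near maximal dose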
# An asterisk follows results filed as active; i = inactive; ? = inconclusive; nt = not tested or not shown. Outcome played no part in choosing rows; 6.7% or so of the library scored in one or more.
item	SMILES	TRPC6 inhibitor	ANO1 block	TRPC6 act	SKKanGAS inh	TMEM16A act	MrgX1 allo act	MrgX1 agonist	RGS4 pot	MrgX1 antag	HDAC3 inh	RGS4 block
1	COc1ccc(S(=O)(=O)N(CC(=O)N2CCN(C)CC2)c2ccc(C)cc2)cc1OC	i	i	i	0	i	i	i	i	i	4	i
2	COc1ccc(CNC(=O)c2cc(S(=O)(=O)N3CCCC3)cn2C)cc1	i	i	i	0	i	i	i	i	i	-1	i
3	C=CCc1cccc(/C=N/n2c(C)nnc2C)c1O	i	i	i	-4	i	i	i	i	i	-1	i
4	O=C(CCC1CCCC1)Nc1ccon1	i	i	i	2	i	i	i	i	i	-3	i
5	O=C(CSc1ccc(-c2cccc([N+](=O)[O-])c2)nn1)NC1CCCC1	i	i	i	-3	i	i	i	i	i	1	i
6	CCC(CC)C(=O)Nc1nnc(SCC(=O)NC2CCCCC2)s1	i	i	i	-2	i	i	i	i	i	-9	i
7	COC(=O)c1cc(S(=O)(=O)N2CCCC(C)C2)cn1C (stereo not drawn)	i	i	i	4	i	i	i	i	i	5	i
8	COc1ccccc1NC(=O)COc1ccc(/C=N/NC(=O)CSCc2cc(C)cc(C)c2)cc1	i	i	i	18	i	i	i	i	i	8	i
9	COc1ncnc(OC)c1NC(=O)c1ccc(F)cc1	i	i	i	0	i	i	i	i	i	-1	i
10	O=C(OCc1ccccc1)c1cccc(-c2nnn(Cc3ccccc3)n2)c1	i	i	i	55*	i	i	i	i	i	8	i
11	CCOC(=O)C(NCCc1ccccc1F)(NC(C)=O)C(F)(F)F (stereo not drawn)	i	i	i	-1	i	i	i	i	i	-1	i
12	CCc1nnc(NC(=O)Cc2cc(OC)c(OC)c(OC)c2)s1	i	i	i	-3	i	i	i	i	i	6	i
13	Cc1cc(Cl)c2oc(C(=O)N3CCN(C(=O)c4ccco4)CC3)c(C)c2c1	i	i	i	?	i	i	i	i	i	-4	i
14	Cc1nc(N2CCN(C)CC2)c2c(C)c(C(=O)Nc3ccc(F)cc3)sc2n1	i	i	i	27	i	i	i	i	i	6	i
15	COc1cc(NC(=O)C(C)Oc2ccccc2)c(C(=O)O)cc1OC (stereo not drawn)	i	i	i	2	i	i	i	i	i	-4	i
16	Cc1ccc(SCC(=O)Nc2nnc(C(C)(C)C)s2)cc1	i	i	i	1	i	i	i	i	i	3	i
17	CC(C)c1nnc(NC(=O)CCC(=O)N2CCN(C3c4ccccc4-c4ccccc43)CC2)s1	i	i	i	15	i	i	i	i	i	-4	i
18	Cc1[nH]c2ccccc2c1C(C[N+](=O)[O-])c1cccs1 (stereo not drawn)	i	i	i	-7	i	i	i	i	i	3	i
19	CC(C(=O)Nc1ncn[nH]1)N1C(=O)c2ccccc2C1=O (stereo not drawn)	i	i	i	-4	i	i	i	i	i	5	i
20	O=C(NCc1cccnc1)c1ccc(Cn2c(=S)[nH]c3ccc(Br)cc3c2=O)cc1	i	i	i	17	i	i	i	i	i	3	i
21	COc1ccc(C(=O)C2CCN(CC(=O)Nc3cc(C)cc(C)c3)CC2)cc1	i	i	i	3	i	i	i	i	i	2	i
22	CCc1noc(C)c1C(=O)Nc1nc(-c2cc(OC)ccc2OC)cs1	i	i	i	-8	i	i	i	i	i	3	i
23	CN(C)CCOc1ccccc1C(C)(C)C	i	i	i	3	i	i	i	i	i	2	i
24	CCOC(=O)CCSCC(=O)N1N=C(c2cccs2)CC1c1ccc(C)cc1 (stereo not drawn)	i	i	i	12	i	i	i	i	i	-2	i
25	Cc1nccc(-c2sc(-c3cccs3)nc2C)n1	i	i	i	1	i	i	i	i	i	-123	i
26	CC(C)C(c1nnnn1C1CCCC1)N1CCN(c2ccccc2F)CC1 (stereo not drawn)	i	i	i	2	i	i	i	i	i	1	i
27	CC12CCC(=O)N1C(C(=O)Nc1cc(C(F)(F)F)ccc1N1CCCCC1)CS2 (stereo not drawn)	i	i	i	23	i	i	i	i	i	16	i
28	CCCN1Cc2cccc(C(=O)NCc3ccccc3)c2C1=O	i	i	i	1	i	i	i	i	i	2	i
29	O=C(NCCc1ccccc1)c1cccc(Br)c1	i	i	i	4	i	i	i	i	i	9	i
30	S=C(NCc1ccc(Cl)c(Cl)c1)Nc1ccc2c(c1)OCO2	i	i	i	29	i	i	i	i	i	4	i
31	COc1ccc(-c2nn(CCC(=O)O)cc2/C=C2\SC(N)=NC2=O)cc1	i	i	i	10	i	i	i	i	i	8	i
32	Cc1ccccc1NC1C=CS(=O)(=O)C1 (stereo not drawn)	i	i	i	-4	i	i	i	i	i	3	i
33	CC(C)c1ccc(C(=O)NCCCc2ccccc2)cc1	i	i	i	-3	i	i	i	i	i	7	i
34	O=S(=O)(NCCc1ccccc1)c1cccc2nsnc12	i	i	i	13	i	i	i	i	i	2	i
35	O=S(=O)(CCc1ccccc1)/N=C/c1cccs1	i	i	i	1	i	i	i	i	i	-1	i
36	CCOC(=O)CC(=O)CSc1nc2cc(C)ccc2cc1C	i	i	i	-20	i	i	i	i	i	4	i
37	CC(/C=C/c1ccccc1)=N\NC(=O)c1ccc2c(c1)OCCO2	i	i	i	-11	i	i	i	i	i	-1	i
38	CC(C)[C@H](NC(=O)[C@@H]1Cc2ccccc2CN1)C(=O)NC1CCCCC1	i	i	i	3	i	i	i	i	i	-2	i
39	Cc1ccc(S(=O)(=O)NN2C(=O)/C(=C/c3cccn3C)SC2=S)cc1	nt	i	nt	nt	nt	i	i	nt	i	16	nt
40	Cc1oc(C(C)(C)C)cc1C(=O)N1CCN(c2ccc(C(F)(F)F)cn2)CC1	i	i	i	9	i	i	i	i	i	5	i
41	O=CN1CCN(S(=O)(=O)c2ccc(Cl)c(C(=O)O)c2)CC1	i	i	i	6	i	i	i	i	i	1	i
42	CCc1nnc(NC(=O)c2c(-c3ccccc3)noc2C)s1	i	i	i	-1	i	i	i	i	i	-3	i
43	COc1ccc(COc2ncnc3ccc(Br)cc23)cc1F	i	i	i	-4	i	i	i	i	i	-8	i
44	COc1ccc(-n2cc(CNCCCn3ccnc3)c(-c3cccc(F)c3)n2)cc1	-6*	i	i	4	i	i	i	i	i	-30	i
45	CC(C)CCNC(=O)c1c[nH]c2ccc(S(=O)(=O)N3CCC4(CC3)OCCO4)cc2c1=O	i	i	i	0	i	i	i	i	i	-4	i
46	Cc1ccc(N2C(=O)/C(=C/c3cccnc3)SC2=S)cc1	i	i	i	6	i	i	i	i	i	-2	i
47	CCCc1cc(=O)[nH]c(SCC(=O)NC)n1	i	i	i	1	i	i	i	i	i	-1	i
48	COc1ccc(N2C(=O)C3NN=C(C(=O)OCc4ccccc4)C3C2=O)cc1 (stereo not drawn)	i	i	i	-5	i	i	i	i	i	-2	i
49	C=C1CSc2nc(=O)c3c4c(sc3n21)CCCC4	i	i	i	3	i	i	i	i	i	-3	i
50	CC(=C/c1ccccc1)/C=N/n1cnnc1	i	i	i	-6	i	i	i	i	i	1	i
51	CCc1ccc(C2=C/C(=C/c3cccnc3)C(=O)O2)cc1	i	i	i	-1	i	i	i	i	i	-10	i
52	CC1(C)CC(=O)N(c2ccccc2)C1(C)O (stereo not drawn)	i	i	i	-12	i	i	i	i	i	-5	i
53	CC(=O)c1cc(-c2ccccc2)n(CC(=O)NC2CCCC2)c1C	i	i	i	7	i	i	i	i	i	3	i
54	O=C(CSc1cn[nH]n1)Nc1nc2ccccc2s1	i	i	i	-6	i	i	i	i	i	2	i
55	Cc1cc(OCC(=O)NCC2CCC(C(=O)O)CC2)c2c(C)cc(=O)oc2c1 (stereo not drawn)	i	i	i	1	i	i	i	i	i	-44	i
56	COC(=O)c1cc(-c2ccc(OC)cc2)nc2nc(SC)[nH]c(=O)c12	i	i	i	5	i	i	i	i	i	1	i
57	CC(=O)Oc1ccc(-c2csc(Nc3ccc(S(N)(=O)=O)cc3)n2)cc1	i	i	i	-10	i	i	i	i	i	?	i
58	CCCCn1c(SCC(=O)Nc2cc(C(F)(F)F)cc(C(F)(F)F)c2)nnc1C(CC)N(C)C (stereo not drawn)	i	i	i	0	i	i	i	i	i	8	i
59	O=S(=O)([O-])CCC[N+]1(CC#Cc2ccccc2)CCCCC1	i	i	i	-14	i	i	i	i	i	0	i
60	Nc1ccnn1Cc1cccs1	i	i	i	-7	i	i	i	i	i	2	i

# More structures:
item	SMILES	TRPC6 inhibitor	ANO1 block	TRPC6 act	SKKanGAS inh	TMEM16A act	MrgX1 allo act	MrgX1 agonist	RGS4 pot	MrgX1 antag	HDAC3 inh	RGS4 block
61	COc1ccc(F)cc1S(=O)(=O)Nc1ccc2c(c1)OCO2	i	i	i	3	i	i	i	i	i	2	i
62	CN(C)S(=O)(=O)c1ccc(Cl)c(C(=O)Nc2cccc([N+](=O)[O-])c2)c1	i	i	i	-4	i	i	i	i	i	2	i
63	COc1ccc(CCNC(=O)/C(=C/c2cccnc2)NC(=O)c2ccccc2)cc1OC	i	i	i	-5	i	i	i	i	i	-3	i
64	O=[N+]([O-])c1c(NCCCO)cc(Sc2ccc(Cl)cc2)c2nonc12	i	i	i	2	i	i	i	i	i	3	i
65	O=C(C1=C[C@H](C2CCCCC2)C[C@H](OCc2ccc(CO)cc2)O1)N1CCN(Cc2ccccc2)CC1	i	i	i	15	i	i	i	i	i	15	i
66	CCC1CCCCN1C(=O)Nc1ccc(F)cc1 (stereo not drawn)	i	i	i	-2	i	i	i	i	i	7	i
67	COc1cccc(OC)c1OCCOCCn1cnc2ccccc2c1=O	i	i	i	-3	i	i	i	i	i	-2	i
68	Cc1ccc(S(=O)(=O)n2nccc2-c2c(-c3ccc(Cl)cc3)noc2C)cc1	i	i	i	12	-4.9*	i	i	i	i	-5	i
69	Cc1cc(NC(=O)CCCn2ccc([N+](=O)[O-])n2)n(Cc2ccc(F)cc2)n1	i	i	i	1	i	i	i	i	i	2	i
70	CCc1nnc(NC(=O)CSc2nnc3ncccn23)s1	i	i	i	-2	i	i	i	i	i	2	i
71	COc1ccc(/C=C/C(=O)c2cc(Br)ccc2O)cc1OC	i	i	i	-4	i	i	i	i	i	4	i
72	O=C(NCc1ccccc1)c1ccc2nc(-c3ccco3)c(-c3ccco3)nc2c1	i	i	i	11	i	i	i	i	i	6	i
